Screening results from PubChem.
OXTR agonist: human OXTR agonists, primary screen, fluorescence, CHO-OTR cells, Fluo-8 calcium | Oxytocin receptor (Homo sapiens), P30559 | activation, % at 3 µM | 320,000 compounds, 0.32% hits | Fluo-8 calcium fluorescence; normalized: DMSO 0%, oxytocin 100% | AID 2435, 2010;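 active means activation above the mean of all tested compounds plus 3 SD, cutoff set per screening run, cut at about 20% in these data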;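 further: peak over basal fluorescence ratio from a 100 s FLIPR kinetic read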
Target sequence (P30559 whole entry, looked up): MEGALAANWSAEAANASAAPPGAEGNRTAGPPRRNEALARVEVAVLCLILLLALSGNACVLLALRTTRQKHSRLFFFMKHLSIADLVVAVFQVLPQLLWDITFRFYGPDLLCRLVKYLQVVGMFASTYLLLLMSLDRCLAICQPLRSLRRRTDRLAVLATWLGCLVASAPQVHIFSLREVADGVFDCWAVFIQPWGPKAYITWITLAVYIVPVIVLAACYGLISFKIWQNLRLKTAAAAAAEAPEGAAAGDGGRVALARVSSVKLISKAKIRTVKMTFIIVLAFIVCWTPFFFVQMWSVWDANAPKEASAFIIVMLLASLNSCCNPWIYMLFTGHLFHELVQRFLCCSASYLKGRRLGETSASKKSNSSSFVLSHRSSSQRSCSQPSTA
TAAR1 antag: human TAAR1 antagonists, primary screen, Fluo-8 calcium fluorescence, CHO RD-HGA16 cells. Trace amine-associated receptor 1 (Homo sapiens), Q96RJ0. antagonist. inhibition, % at 3 µM. 360,000 compounds, 1.5% hits. AID 624466, 2012;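 active means inhibition above a per-plate cutoff, the mean inhibition of test compounds on that plate plus 3 SD, cut at about 49% in these data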;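 further: 0% = DMSO plus EC80 beta-PEA response and 100% = DMSO alone without agonist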
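Test system: hTAAR1-expressing CHO RD-HGA16 cells, Gα16-coupled; Probe or stimulus: EC80 β-phenethylamine stimulus; Compound dosing: single nominal final test compound concentration of 3 µM; Timing: 140 s kinetic read after compound, 140 s after agonist; Signal: Fluo-8 calcium-sensitive fluorescence; Measure: % inhibition of agonist calcium response; Controls: DMSO and EC80 PEA controls.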
OXTR potentiator: human OXTR potentiators, primary screen, fluorescence, CHO-OTR cells, Fluo-8 calcium; Fluo-8 calcium fluorescence, potentiator mode; 0% = oxytocin EC15, 100% = EC100; activation, % at 3 µM; 320,000 compounds, 0.061% hits; AID 2445, 2010;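 active means activation above that plate's cutoff, the mean activation of tested compounds plus 3 SD, cut at about 6.6% in these data, passing the limit was not always enough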;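 further: 100% uses oxytocin at 75 nM as the full agonist control; some results filed as inactive read as strong as hits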
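Assay system: CHO cell line stably expressing human OTR. Reagent: EC15 oxytocin agonist. Dosing: single dose, 3.0 µM nominal final compound concentration. Timing: compound 6 min at room temperature before oxytocin, 100 s read. Signal: kinetic Fluo-8 calcium fluorescence. Controls: oxytocin EC15 low and EC100 high.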
TAAR1 agonist: human TAAR1 agonists, primary screen, Fluo-8 calcium fluorescence, CHO RD-HGA16 cells | Trace amine-associated receptor 1 (Homo sapiens), Q96RJ0 | activation, % at 3 µM | 360,000 compounds, 0.99% hits | vehicle wells 0%, saturating PEA agonist 100%;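 active means activation above the mean activation of all test compounds in the run plus 3 SD, cut at about 38% in these data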
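Test system: RD-HGA16 (CHO) cells co-expressing Gα16 and hTAAR1 / Benchmarks: DMSO vehicle as 0%, PEA at EC100 as 100% / Repeats: no replicates (n 1) / Measure: % activation from peak over basal fluorescence ratio, DMSO-to-PEA scaled / Timing: 17-24 h plating, Fluo-8 75 min 37 °C, 30 min RT / Technique: kinetic Fluo-8 calcium fluorescence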
CHO parental Ca: ATP-evoked calcium signal inhibitors, parental CHO, primary screen, counter-screen for OX1R antagonist project, cell-based, fluorescence, Fluo-8 calcium dye; parental CHO-K1, ATP-induced calcium, Fluo-8 fluorescence; inhibition, % at 5.6 µM; 330,000 compounds, 0.63% hits; AID 463079, 2010;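 active means inhibition above that plate's mean sample inhibition plus 3 SD, cut at about 26% in these data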;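 further: 0% = ATP-challenged DMSO wells and 100% = DMSO wells without ATP; some compounds past the cut are filed as inactive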
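Test system: parental CHO cells; detection: calcium-sensitive Fluo-8 fluorescence; evaluation: percent inhibition of calcium signal; also added: ATP as calcium-mobilizing challenge; repeats: one well per compound; control set: ATP-challenged DMSO wells low, unchallenged DMSO wells high; compound: single nominal dose of 5.6 µM per compound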
V1R ag counter: agonists of human V1a receptor, primary screen, counter-screen for OXTR agonist project, fluorescence, CHO-V1R cells; 320,000 compounds, 0.25% hits; activation, % at 3 µM; Vasopressin V1a receptor (Homo sapiens), P37288; AID 2797, 2010; Fluo-8 calcium fluorescence, agonist mode; 0% DMSO, 100% 3 nM vasopressin;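 active means activation above the mean activation of all tested compounds plus 3 SD, per screening run, cut at about 20% in these data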;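 further: signal is peak over basal fluorescence ratio across a 100 second FLIPR read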
Target sequence (P37288 whole entry, looked up): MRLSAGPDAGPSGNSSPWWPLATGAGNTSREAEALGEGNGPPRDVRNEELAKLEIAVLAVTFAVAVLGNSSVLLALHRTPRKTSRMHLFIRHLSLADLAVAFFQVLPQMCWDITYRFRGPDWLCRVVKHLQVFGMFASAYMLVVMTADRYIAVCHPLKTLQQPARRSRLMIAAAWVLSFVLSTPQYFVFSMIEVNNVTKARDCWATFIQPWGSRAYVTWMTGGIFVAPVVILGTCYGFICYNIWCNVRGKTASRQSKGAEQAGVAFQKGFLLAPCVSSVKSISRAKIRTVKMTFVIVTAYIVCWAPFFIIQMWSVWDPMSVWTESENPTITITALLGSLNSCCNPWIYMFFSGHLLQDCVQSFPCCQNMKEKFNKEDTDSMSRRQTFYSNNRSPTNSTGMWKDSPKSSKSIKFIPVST
M1 antag: human M1 muscarinic receptor antagonists, primary screen, CHO-K1 cells, Fluo-8 calcium fluorescence, 1536-well; Muscarinic acetylcholine receptor M1 (Homo sapiens), P11229; CHO-K1 hM1, ACh EC80 antagonist; inhibition, % at 3 µM; 360,000 compounds, 1.3% hits; AID 588852, 2011;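 active means percent inhibition above its own plate's cutoff, namely the mean of that plate's compound wells plus 3 SD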;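 further: peak over basal fluorescence ratio during 140 s after agonist addition; 0% = ACh EC80 plus DMSO and 100% = DMSO alone without agonist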
M1 ag: human M1 muscarinic receptor agonists, primary screen, Fluo-8 calcium fluorescence, CHO-K1 cells, HTS; Muscarinic acetylcholine receptor M1 (Homo sapiens), P11229; CHO-K1 hM1, agonist mode; 0% DMSO, 100% acetylcholine EC100; activation, % at 3 µM; 360,000 compounds, 0.33% hits;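 active means activation above the run's mean compound activation plus 3 SD, cut at about 16% in these data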;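 further: peak over basal fluorescence ratio within a 140 s kinetic read after compound addition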
CHRM1 PAM: human M1 muscarinic receptor positive allosteric modulators, primary screen, CHO-K1 cells, Fluo-8 calcium fluorescence, 1536-well. 360,000 compounds, 0.088% hits. activation, % at 3 µM. CHO-K1 hM1, ACh EC20; 0% = ACh EC20, 100% = maximal ACh. AID 588819, 2011; in the data active means activation above about 19%, passing the limit was not always enough
* hit, by the source's call; . = not tested or not shown.

SMILES	OXTR agonist	TAAR1 antag	OXTR potentiator	TAAR1 agonist	CHO parental Ca	V1R ag counter	M1 antag	M1 ag	CHRM1 PAM
CSc1ccc(CN2C(=O)C(C)ON=C2c2ccccc2F)cc1 (configuration not stated)	.	14.3	.	-2.5	.	.	23.0	-12.2	-18.8
O=C(O)/C=C/c1cn(-c2ncc(C(F)(F)F)cc2Cl)c2ccccc12	0.0	-4.6	-24.5	-2.2	-16.1	0.1	-6.8	-1.6	6.1
Cc1c(C)n2c3c(cccc13)CC2	1.4	-6.9	-11.5	4.1	2.9	0.5	-11.8	-2.0	10.2
COc1ccccc1OCCNC(=O)c1ccco1	1.6	-39.3	-3.4	0.3	-8.9	1.5	-4.6	-2.6	3.8
CCC1CCCCN1S(=O)(=O)c1ccc([N+](=O)[O-])cc1 (configuration not stated)	-1.8	-29.1	-5.4	-3.1	-5.4	-1.1	17.7	-9.3	-11.3
CCN1/C(=C\C=C(C(C)=O)C(C)=O)Sc2ccccc21	8.4	10.1	-7.0	26.9	-6.7	13.1	-11.0	6.5	6.1
C/C(CC(=O)N1CCN(C=O)CC1)=N\NC(=O)c1cccc([N+](=O)[O-])c1	-1.6	-10.3	0.4	7.8	6.4	-0.7	-6.9	-4.0	8.3
CC(C)COc1ccc(C(=O)N(Cc2ccco2)C2CCS(=O)(=O)C2)cc1 (configuration not stated)	2.6	-9.6	-17.6	-0.8	-8.8	5.3	0.6	-3.0	1.6
CCOc1ccc(C2CC(=O)NC3=C2C(=O)CCC3)cc1 (configuration not stated)	1.1	7.1	-5.8	11.7	-7.6	2.2	11.2	-3.2	-5.2
Cc1coc2c(C)c3oc(=O)c(CCC(=O)NCCCN4CCCC4=O)c(C)c3cc12	0.1	-13.4	12.4*	-1.0	-22.2	-1.0	-3.4	-14.0	2.8
O=C(CSc1nc(C2CC2)nc2ccccc12)N1c2ccccc2Sc2ccccc21	0.6	-20.7	-3.6	3.3	-43.7	-0.1	-12.8	-4.8	8.6
CN(C)Cc1c[nH]c2nc[nH]c(=O)c12	.	9.7	.	-0.6	.	.	-8.2	-7.8	-1.0
NC(=O)c1ccccc1OCC(=O)N1CCCC1c1ccc2c(c1)OCCCO2 (configuration not stated)	.	-9.1	.	0.5	.	.	24.5	-2.5	-8.3
COc1cccc(CNC(=O)C(c2ccc(Cl)cc2)C(C)C)c1 (configuration not stated)	-1.9	-4.5	-7.3	-2.1	-20.9	3.8	-5.4	-4.8	7.0
O=C(Cn1c(=O)oc2cc(S(=O)(=O)N3CCCC3)ccc21)NCc1ccccn1	1.2	4.4	4.5	0.5	0.0	0.2	-15.9	-4.1	13.4
COc1ccccc1N(CC(=O)NCc1ccco1)S(=O)(=O)c1ccc(C)cc1	-0.4	-2.4	-7.1	-3.4	-19.0	-0.1	-9.6	-11.1	8.2
CCN(CC)CCn1c(NCc2ccc3c(c2)OCO3)nc2ccccc21	0.1	0.0	-5.5	-0.4	-19.6	0.8	-3.5	-7.4	2.1
Cc1cc(=O)[nH]c(-c2ccccc2)n1	3.1	-2.0	5.4	2.0	-8.8	0.8	-17.6	-1.5	4.3
O=C(Cn1ncc2c1-c1ccccc1OC2)N1CCN(Cc2ccc3c(c2)OCO3)CC1	2.5	1.4	-4.2	4.2	4.0	6.0	-6.7	-4.7	-1.7
Cc1c(C(=O)Nc2cccc(C(F)(F)F)c2)oc2ccc(S(=O)(=O)N3CCOCC3)cc12	0.7	31.0	-3.1	12.8	-1.6	1.8	-2.0	-3.5	4.4
COc1ccc(-c2cc(C(=O)Nc3c(C)nn(Cc4ccccc4)c3C)no2)cc1	7.6	-12.4	-12.0	3.9	-10.5	5.4	6.7	-0.1	-8.0
COC(=O)c1ccc(C)c(NC(=O)c2c(-c3ccccc3)noc2C)c1	-1.8	8.3	4.1	1.4	-12.3	0.1	-0.3	-5.0	-4.8
CCOC(=O)C1CCN(C(=O)c2ccco2)CC1	-0.6	6.9	-8.9	7.4	-3.1	0.2	-53.1	2.6	6.6
COCCNC(=O)c1cc2cc3ccc(OC)cc3nc2o1	-0.1	1.1	-9.2	0.2	-4.3	1.0	-8.2	-3.0	5.0
NCCCC[C@H]1CNC(=O)C(=O)N1CCc1cccc(F)c1	0.0	-2.8	-3.7	11.4	-9.0	0.3	-0.1	-4.0	4.0

Ordered by the number under CHRM1 PAM (rising): five of the compounds above
| SMILES | CHRM1 PAM |
| --- | --- |
| CSc1ccc(CN2C(=O)C(C)ON=C2c2ccccc2F)cc1 (configuration not stated) | -18.8 |
| CC(C)COc1ccc(C(=O)N(Cc2ccco2)C2CCS(=O)(=O)C2)cc1 (configuration not stated) | 1.6 |
| Cc1cc(=O)[nH]c(-c2ccccc2)n1 | 4.3 |
| CCN1/C(=C\C=C(C(C)=O)C(C)=O)Sc2ccccc21 | 6.1 |
| CCOC(=O)C1CCN(C(=O)c2ccco2)CC1 | 6.6 |

Shown as a hit in OXTR potentiator (from the list above):
| smiles | TAAR1 antag | OXTR potentiator | TAAR1 agonist | M1 antag | M1 ag | CHRM1 PAM |
| --- | --- | --- | --- | --- | --- | --- |
| Cc1coc2c(C)c3oc(=O)c(CCC(=O)NCCCN4CCCC4=O)c(C)c3cc12 | -13.4 | 12.4* | -1.0 | -3.4 | -14.0 | 2.8 |

(further entries)
SMILES	OXTR agonist	TAAR1 antag	OXTR potentiator	TAAR1 agonist	CHO parental Ca	V1R ag counter	M1 antag	M1 ag	CHRM1 PAM
CC(C)CN1C(=O)c2ccc(NC(=O)c3ccco3)cc2C1=O	1.6	-1.7	1.3	0.1	-2.9	0.8	-2.9	-3.6	2.8
Cc1cccc(/C=N/NC(=O)Cc2ccc(Cl)cc2)c1O	-0.5	4.3	-0.2	1.6	-10.6	4.1	-20.6	-1.6	10.6
O=C(NCc1cccnc1)c1csc([C@H]2C[C@H](O)[C@@H](CO)O2)n1	.	-13.1	.	1.7	.	.	4.1	-2.9	-1.9
Cc1cc(NC(=O)CSc2nc(C)c(C)n2CC(C)C)no1	-1.4	-16.3	-3.6	3.9	-2.9	-0.8	-18.1	-0.5	14.7
Cn1cccc1/C=N/NC(=O)C(O)c1ccccc1 (configuration not stated)	0.5	0.2	-4.2	12.2	7.2	0.4	-2.0	-1.4	-0.7
CCC(C)C1C(C#N)=C(N)Oc2n[nH]c(-c3ccccc3)c21 (configuration not stated)	-1.1	-29.6	-2.1	8.6	-7.8	-0.4	8.8	-4.7	-7.9
O=C(Oc1ccccc1C(=O)N1CCOCC1)c1cccc(Br)c1	4.3	-4.9	-13.8	4.2	8.4	4.2	-8.2	-1.5	-2.9
N#Cc1cc(-c2ccccc2)nnc1Sc1ccccc1	-0.6	-5.9	-11.9	5.7	5.6	0.7	-7.5	-2.5	3.3
Nc1nonc1C(=O)N/N=C/c1cc2c(cc1[N+](=O)[O-])OCO2	0.5	-2.4	-2.5	-0.6	3.0	0.2	-2.4	2.1	8.3
O=C(CSCc1cccc(CSCC(=O)Nc2ccccc2)n1)Nc1ccccc1	0.1	-5.2	-3.3	12.0	-22.0	1.0	2.0	-1.1	-1.0
CC(/C=N/NC(=O)c1cnccn1)=C\c1ccco1	0.9	-19.6	-9.6	3.8	-16.8	-0.4	5.0	-0.8	0.3
CCOc1ccc(N2CC(C(=O)NCC(=O)Nc3ccc(F)c(F)c3F)CC2=O)cc1 (configuration not stated)	0.3	3.8	5.3	1.3	-15.8	0.9	-7.1	3.1	19.9
C=CCOC(=O)C1=C[C@@H](c2ccc(Br)cc2)C[C@@H](OCc2ccc(CO)cc2)O1	-0.6	-0.9	-10.9	1.0	0.4	0.8	3.3	-3.1	-4.1
C=CCN(CC=C)S(=O)(=O)c1ccc(NC(=S)NC(=O)/C=C/c2cccc3ccccc23)cc1	-0.9	1.2	-10.7	2.1	-16.7	1.2	-4.2	-5.2	-5.6
CC(C)(C)NC(=O)CN1CCC(O)(c2ccccc2)CC1	0.8	-18.0	-7.8	16.1	-6.9	0.5	-9.8	-8.8	-4.3
O=C(NCC1CCCO1)c1nc2c(nnn2Cc2ccccc2Cl)c(=O)[nH]1 (configuration not stated)	-2.1	-17.0	-3.0	5.9	-14.2	0.1	3.9	-3.4	-7.9
O=C(NNc1ccccc1)NC(Cc1ccccc1)C(=O)O (configuration not stated)	.	-17.0	.	6.3	.	.	-7.8	-0.3	2.2
CCNc1nc(NCC)nc(N/N=C/c2ccc(OC)cc2)n1	-1.3	2.9	0.5	0.5	-14.4	-0.1	-14.6	-1.7	14.9
CC(=O)Nc1cccc(C(=O)Oc2cccc(C)c2)c1O	0.0	15.5	-2.3	1.2	-7.8	0.5	-0.1	-1.2	0.2
c1ccc(NCc2ccncc2)cc1	-0.5	-5.8	6.3	1.4	-7.4	-0.1	-24.8	-0.7	16.4
CCCCCn1c(SCc2ccncc2)nc2cc(C(=O)NCc3ccco3)ccc2c1=O	0.8	17.2	-4.2	5.0	-21.2	1.2	14.9	-12.5	-14.5
Cc1ccc(C(O)c2ncc(-c3cccc(C(F)(F)F)c3)[nH]2)cc1F (configuration not stated)	.	-7.5	.	9.6	.	.	-1.5	-0.7	3.7
CCCCN(CCCC)C(=S)N/N=C/c1c(C)[nH]n(-c2ccccc2)c1=O	-0.9	10.9	-4.2	3.1	-0.2	-0.5	-15.0	-2.5	6.8
Cc1ccc(NC(=S)N2CCCC(O)C2)cc1 (configuration not stated)	0.5	-3.5	-4.5	1.4	-12.1	0.0	6.0	-6.0	1.9
CC(C)NC(=O)c1ccccc1NC(=O)C1CC(=O)N(C(C)C)C1 (configuration not stated)	0.2	7.6	-11.8	0.4	-12.7	11.1	-16.5	-1.9	8.5
